Source: PubChem (National Center for Advancing Translational Sciences (NCATS))
PI4K2A inh – PI4K2A (human) kinase inhibition; Q9BTU6; purified PI4K2A, ADP-Glo luminescence, 1 h; hits give low values; activity change, negative = inhibition, % at 76.9 µM; 0.13% of 420,000 active; in the data active means activity change below about -50%; inconclusive means mostly about -30% to -49%;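 further: -100% = wells without enzyme as full effect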
Target sequence (Q9BTU6 whole entry, looked up): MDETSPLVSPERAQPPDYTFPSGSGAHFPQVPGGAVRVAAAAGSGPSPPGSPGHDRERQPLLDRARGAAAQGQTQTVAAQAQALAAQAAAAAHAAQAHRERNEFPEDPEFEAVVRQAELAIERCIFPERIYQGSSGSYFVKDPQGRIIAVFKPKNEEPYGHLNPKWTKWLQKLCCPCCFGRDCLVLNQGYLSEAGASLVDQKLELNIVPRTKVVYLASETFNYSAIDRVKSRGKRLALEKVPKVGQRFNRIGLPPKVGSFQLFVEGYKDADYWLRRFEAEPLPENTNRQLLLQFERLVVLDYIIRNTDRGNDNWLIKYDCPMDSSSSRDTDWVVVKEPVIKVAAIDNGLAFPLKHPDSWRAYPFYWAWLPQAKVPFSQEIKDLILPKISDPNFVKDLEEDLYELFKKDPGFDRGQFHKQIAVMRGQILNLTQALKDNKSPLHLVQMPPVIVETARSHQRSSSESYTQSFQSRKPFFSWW
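PI4K2A activity was measured by ADP-Glo luminescence: enzyme (4 ug/mL stock) and phosphatidylinositol (1.2 mM stock) in Tris pH 7.5/MgCl2/EGTA/Triton X-100 buffer were reacted with ATP (300 microM stock) for one hour at ambient temperature.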
Tb PGK inh – inhibitors of T. brucei phosphoglycerate kinase. P07378. PGK/GAPDH coupled, Kinase-Glo luminescence, 60 min. Potency, µM (doses to about 57.5 µM), for the others: at the highest dose activity change, negative = inhibition, usual class: inhibitors. 0.043% of 380,000 active. AID 602233; further: potency means the concentration at half of the fitted maximal effect; on the % scale 0 is the no-effect control and ±100 the full control effect; nearly all actives have a fitted effect of over 60% in size
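Luminescent ATP detection (Kinase-Glo Plus) follows a 60-minute room-temperature incubation, with wells lacking PGK as controls. Buffer: 100 mM TEA (pH 7.6), 5 mM MgCl2, 0.01% Tween-20. Coupling enzyme GAPDH (100 nM final) supplies unstable 1,3-BPG in-well.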
Pin1 inhibitor – blocks the human prolyl isomerase Pin1; Potency, µM (doses to about 115 µM), for inactives: at the highest dose activity, negative = inhibition, most hits filed as inhibitors; 0.009% of 390,000 active; Pin1 FP peptide displacement, HiFluor488, 10 min; Q13526; active means well fitted inhibition curve with a large enough effect in the polarisation, with a control signal flat, not every such curve was filed as active; inconclusive means small, poorly fitted or top-dose-only effect, or effect the other way, or a change in a side signal; inactive means no such curve, though single readings can be large or run the other way; the % refers to the polarisation; further: potency means the concentration at half of the fitted maximal effect; on the % scale 0 is the no-effect control and ±100 the full control effect
Target sequence (Q13526 whole entry, looked up): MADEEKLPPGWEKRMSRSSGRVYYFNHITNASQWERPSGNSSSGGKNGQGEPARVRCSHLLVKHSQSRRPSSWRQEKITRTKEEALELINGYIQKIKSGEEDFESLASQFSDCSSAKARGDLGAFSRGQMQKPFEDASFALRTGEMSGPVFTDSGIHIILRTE
G9a inh – blocks human histone lysine methyltransferase G9a | Q96KQ7 | G9a H3K9 monomethylation, AlphaScreen, 2 h | 8.8% of 350,000 active | Potency, µM (doses to about 102 µM), without a hit: top-dose activity, negative = inhibition, hits mostly inhibitors; further: potency means the concentration at half of the fitted maximal effect; on the % scale 0 is the no-effect control and ±100 the full control effect; nearly all actives have a fitted effect of over 75% in size
Target sequence (Q96KQ7 913-1193 limits assumed): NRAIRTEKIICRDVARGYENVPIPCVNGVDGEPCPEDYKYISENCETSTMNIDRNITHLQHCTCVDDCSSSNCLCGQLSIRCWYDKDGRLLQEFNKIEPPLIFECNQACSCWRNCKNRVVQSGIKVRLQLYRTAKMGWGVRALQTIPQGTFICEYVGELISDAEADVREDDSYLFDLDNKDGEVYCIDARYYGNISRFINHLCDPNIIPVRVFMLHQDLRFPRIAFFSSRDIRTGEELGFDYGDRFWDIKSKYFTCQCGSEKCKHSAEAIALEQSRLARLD
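AlphaScreen read-out: biotin-H3K9 peptide (500 nM) methylation by 20 nM enzyme with 20 uM SAM, 2 h at room temperature after 15 min compound preincubation; anti-monomethyl H3K9 antibody plus donor/acceptor beads, 10 min dark.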
HP1b binding inh – blocks HP1-beta chromodomain binding to methylated histone tails | P83916 | 0.56% of 390,000 active | AlphaScreen HP1-beta / biotin-H3K9me3 peptide binding | Potency, µM (top dose mostly 114 µM), for inactives: at the top dose activity change, negative = inhibition, hits mostly inhibitors; further: potency means the concentration at half of the fitted maximal effect; nearly all actives have a fitted effect of over 70% in size; inactives centre near 23
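AlphaScreen: HP1-beta (50 nM) preformed 30 min with biotin-H3(1-18)K9me3 peptide (50 nM) in PBS pH 7.4, 0.01% Tween-20. Compound added for 30 min at RT, then streptavidin donor/nickel chelate acceptor beads (10 ug/mL) for 30 min.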
JMJD2A Tudor inh – JMJD2A Tudor domain (human) inhibition; O75164; AlphaScreen JMJD2A-Tudor / H3K4me3 peptide binding; Potency, µM (top dose mostly 114 µM), for inactives: at the highest dose activity change, negative = inhibition, usual class: inhibitors; 4.4% of 390,000 active; further: potency means the concentration at half of the fitted maximal effect; on the % scale 0 is the no-effect control and ±100 the full control effect; nearly all actives have a fitted effect of over 50% in size
BAZ2B inh – inhibitors of human BAZ2B bromodomain; 4.4% of 360,000 active; AlphaScreen BAZ2B-H3K14Ac peptide displacement; Q9UIF8; Potency, µM (top dose mostly 114 µM), inactives show at the highest dose activity change, negative = inhibition, hits mostly inhibitors; AID 504333; further: potency means the concentration at half of the fitted maximal effect; on the % scale 0 is the no-effect control and ±100 the full control effect; nearly all actives have a fitted effect of over 60% in size
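Complex of BAZ2B and biotin-H3K14Ac (50 nM apiece) forms over 30 min at RT, then faces library compounds up to 110 uM for another 30 min; AlphaScreen beads added, 20 min dark incubation, luminescence read.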
ERG-DNA inh – inhibitors of human ERG Ets domain-DNA interaction; Potency, µM (highest dose often 76.9 µM), for the others: at the highest dose FP activity, negative = inhibition, hits mostly inhibitors; fluorescence polarization, His-ERG Ets domain / labelled DNA; 0.028% of 370,000 active; P11308; active means well fitted inhibition curve with a large enough effect in the polarisation, with a control signal flat; inconclusive means small, poorly fitted or top-dose-only effect, or effect the other way, or a change in a side signal; inactive means no such curve, though single readings can be large or run the other way; the % refers to the polarisation;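 further: polarization taken with two DNA probes labelled with fluorescein and Texas red; potency means the concentration at half of the fitted maximal effect; % of control where 0% means no effect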
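His-tagged ERG Ets domain (1 uM in the protein solution; 300mM KCl, 50mM Tris-HCl, 1mM EDTA, 1mM DTT, pH 7.5) received compound, then a probe mix of 5 nM fluorescein-DNA and 100nM Texas-615-DNA. Fluorescence polarization was read for both dyes.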
GLS inh – blocks human kidney-isoform glutaminase activity; O94925; GLS enzymatic activity, qHTS titration; Potency, µM (series often up to 45.5 µM), without a hit: at the top dose activity change, negative = inhibition, most hits filed as inhibitors; 0.21% of 410,000 active; further: potency means the concentration at half of the fitted maximal effect; on the % scale 0 is the no-effect control and ±100 the full control effect
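Enzyme dispensed in phosphate buffer (45 mM, pH 8.2, 0.02% Tween-20), compounds pinned in, then 1 mM L-glutamine solution and the glutamate oxidase–HRP–Amplex Red mix added; fluorescence read immediately and again after 30 min at room temperature.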
Active calls of the source: *; i = inactive; ? = inconclusive; / = no result given; [ ] = remark or other dose. Unless noted, the call rests on the fitted dose curve; in most records, active means well fitted curve in the direction sought with a large enough effect; inconclusive means small, poorly fitted or top-dose-only effect, or another doubt; inactive means no such curve, though single readings can be large; an effect the other way counts as inactive or inconclusive.

SMILES	PI4K2A inh	Tb PGK inh	Pin1 inhibitor	G9a inh	HP1b binding inh	JMJD2A Tudor inh	BAZ2B inh	ERG-DNA inh	GLS inh
O=C(NCc1ccco1)/C(=C/c1ccc(F)cc1)NC(=O)c1ccccc1	9	8%	-1%	18%	18%	-4%	-12%	-2%	0%
O=C(Oc1ccccc1C(=S)N1CCOCC1)c1ccccc1	2	i	-1%	45µM*	13%	-5%	-2%	-18%	-10%
Cc1cccc(CSc2nnc3[nH]c(=O)cc(-c4ccccc4)n23)c1	2	0%	8%	1%[59 µM]	55%[activator]	-12%	0%	-1%	1%
COc1ccc(/C=C(/C(=O)Nc2ccccc2C(=O)NC(C)C)c2ccccc2)cc1	0	6%	0%	-4%[12.7 µM]	3%	-19%	-36%	1%	5%
Cc1nc(Nc2ccncc2)c2oc3ccccc3c2n1	-3	2%	1%	19%	15%	-13%	-5%	-4%	0%
Cc1ccc2nc(CCc3nc4ccc(C)cc4[nH]3)[nH]c2c1	-5	6%	2%	14%	37%	-15%	-11%	-2%	-11%
CCC1CN(C(=O)N2CCC(C(=O)Nc3cc(C)ccc3C)CC2)c2ccccc2O1 (stereo unspecified)	3	6%	-9%	-38%[59 µM]	10%	?	79µM*	1%	-5%
CC(=O)Nc1nc(C(=O)Nc2c(C)n[nH]c2C)cs1	6	2%	-1%	50%[59 µM]	35%	-10%	20%	-1%	-2%
Cc1c(OCC(=O)NCC(O)c2ccccc2)ccc2c(-c3ccccc3)cc(=O)oc12 (stereo unspecified)	-2	i	-4%	/	18%	-35%	27%	7%	13%
C/C(=N\NC(=O)Cn1ccc(C(F)(F)F)n1)c1ccco1	1	0%	-7%	30%	30%	0%	2%	1%	-3%
Cc1cccc(-n2c(=O)c3c4c(sc3n3c(=S)[nH]nc23)CCC4)c1	6	i	9%	?	28%	18µM*	-30%	12%	-32%
COc1ccccc1CC(=O)N1CCN(c2cccc(Cl)c2)CC1	0	5%	-2%	/	41%[activator]	-10%	-9%	8%	-6%
C=CCC(O)c1c(-c2ccccc2)nn(C)c1Cl (stereo unspecified)	3	i	-10%	4%	25%	-11%	-4%	7%	1%
CCCCN1C(=O)C(=O)N(CC(=O)c2cc(C)n(-c3cc(C)on3)c2C)C1=O	6	-1%	-1%	20%[59 µM]	14%	-25%	-30%	-8%	-5%
CC(C)CCN1CCC(Cc2ccccc2)(NC(=O)c2ccccc2)C1=O (stereo unspecified)	-1	7%	-4%	7%[0.501 µM]	34%[activator]	7%	-4%	-4%	-2%
O=C(NN1CCOCC1)C12CC3CC(CC(C3)C1)C2	-3	-9%	-1%	11%[59 µM]	17%	1%	-6%	8%	1%
O=C(c1ccc(CNS(=O)(=O)c2ccccc2)cc1)N1CCN(Cc2ccccc2)CC1	5	/	?	-42%	9%	-25%	6%	-8%	-1%
COc1ccc(N(C)C(=O)C2CCCN2S(=O)(=O)c2cccc3nsnc23)cc1 (stereo unspecified)	-5	-4%	-6%	27%	20%	-17%	-3%	15%	-13%
Cc1nn(-c2ccccc2)c(C)c1NC(=O)COc1ccc(C#N)cc1	-5	-14%	-1%	-6%	16%	-3%	3%	1%	1%
Cc1occc1-c1nnc(SCC(=O)N2CC(=O)Nc3ccccc32)n1CC(C)C	-13	-5%	1%	6%[59 µM]	28%	-13%	-25%	3%	-3%
CC1(C)Cc2c(sc(NC(=O)C(=O)N3CCCCC3)c2C(N)=O)CO1	-3	-6%	3%	-10%	21%	2%	?	-19%	17%
Cc1ccccc1OCCC(=O)OCC(=O)NC(=O)c1ccccc1	2	9%	5%	?	20%	-3%	3%	61%[activator]	1%
CC(=O)Nc1cccc(NC(=S)Nc2cccc3ccccc23)c1	-3	-6%	-2%	?	-2%	-21%	?	-6%	3%
CCCC(=O)c1cc2c(cc1NC(=O)CC)OCCO2	3	-4%	-3%	18%	34%	4%	4%	-17%	2%
COc1ccc(OCc2cc(-c3ccc(Cl)cc3)no2)cc1	0	-1%	3%	9%	50%[activator]	6%	11%	-3%	4%

Four records drawn at random from the list so far:
SMILES	PI4K2A inh	Tb PGK inh	Pin1 inhibitor	G9a inh	HP1b binding inh	JMJD2A Tudor inh	BAZ2B inh	ERG-DNA inh	GLS inh
CC(C)CCN1CCC(Cc2ccccc2)(NC(=O)c2ccccc2)C1=O (stereo unspecified)	-1	7%	-4%	7%[0.501 µM]	34%[activator]	7%	-4%	-4%	-2%
COc1ccc(N(C)C(=O)C2CCCN2S(=O)(=O)c2cccc3nsnc23)cc1 (stereo unspecified)	-5	-4%	-6%	27%	20%	-17%	-3%	15%	-13%
CCC1CN(C(=O)N2CCC(C(=O)Nc3cc(C)ccc3C)CC2)c2ccccc2O1 (stereo unspecified)	3	6%	-9%	-38%[59 µM]	10%	?	79µM*	1%	-5%
C/C(=N\NC(=O)Cn1ccc(C(F)(F)F)n1)c1ccco1	1	0%	-7%	30%	30%	0%	2%	1%	-3%

Given with values ahead of the structure: part of the list above.
PI4K2A inh,Tb PGK inh,Pin1 inhibitor,G9a inh,HP1b binding inh,JMJD2A Tudor inh,BAZ2B inh,ERG-DNA inh,GLS inh,structure
-13,-5%,1%,6%[59 µM],28%,-13%,-25%,3%,-3%,Cc1occc1-c1nnc(SCC(=O)N2CC(=O)Nc3ccccc32)n1CC(C)C
3,-4%,-3%,18%,34%,4%,4%,-17%,2%,CCCC(=O)c1cc2c(cc1NC(=O)CC)OCCO2

Continued:
SMILES	PI4K2A inh	Tb PGK inh	Pin1 inhibitor	G9a inh	HP1b binding inh	JMJD2A Tudor inh	BAZ2B inh	ERG-DNA inh	GLS inh
COC(=O)C1=C(SC)N(c2ccc(OC)cc2)C(c2ccccc2)CC1=O (stereo unspecified)	-2	-2%	-13%	0%	29%	-11%	-1%	8%	-2%
CC1CC(C)CN(C(=O)c2cccc(S(=O)(=O)N3c4ccccc4CC3C)c2)C1 (stereo unspecified)	-2	-4%	-6%	-44%	1%	-18%	-3%	1%	-1%
O=C(CCc1c[nH]c2ccccc12)NCc1ccc2c(c1)OCO2	2	-5%	-5%	56µM*	15%	-14%	?	-2%	14%
Nn1cnnc1SCC(=O)Nc1ccc2c(c1)OCCO2	-3	-9%[11.5 µM]	-6%	1%[59 µM]	23%	-11%	-1%	/	-1%
CCCOc1ccc(/C=C2\SC(=S)N(CC3CCCO3)C2=O)cc1 (stereo unspecified)	4	i	-2%	3.5µM*	?	?	?	-5%	1%
CC(C)CNC(=S)Nc1ccc(F)cc1	0	2%	-2%	8%	38%	-8%	-2%	-4%	13%
COC(=O)C1SCC2C(=O)N(Cc3ccc(Cl)c(Cl)c3)CC(=O)N21 (stereo unspecified)	-5	/	-7%	-26%	10%	?	-14%	0%	26%
CC1CCN(c2ccc(NC(=O)c3ccc(Br)o3)cc2)CC1	-3	-1%	-1%	14%	10%	-12%	-24%	-10%	-1%
C/C(=N/NC(=O)CN1CCN(Cc2ccccc2Cl)CC1)c1cccnc1	-1	i	2%	/	61%[activator]	-5%	-1%	-16%	-10%
CCn1c(SCC(=O)NC(C)(C)C)nnc1-c1ccncc1	-6	i	-5%	-50%	45%[activator]	0%	3%	-11%	-22%
COc1ccc(NC2=CC(c3ccc(OC)cc3)N(c3ccc(OC)cc3)C2=O)cc1 (stereo unspecified)	0	/	4%	?	2%	?	?	13%	7%
Cc1ccc(NC(=O)Cc2c(F)cccc2Cl)cc1S(=O)(=O)N1CCOCC1	1	-1%	-13%	/	-10%	-17%	/	14%	4%
CN1CCN(c2nc(-c3ccc(Cl)cc3)cc(=O)[nH]2)CC1	3	-7%	-5%	-9%	34%	-17%	-10%	0%	-1%
Cc1ccc(C(O)c2ccncc2)cc1 (stereo unspecified)	-2	i	5%	-3%[59 µM]	13%	-18%	-5%	-14%	-1%
O=C(NCCc1ccccc1)C1CCN(c2nc3ccccc3o2)CC1	-1	-9%	-2%	-30%	8%	-12%	-1%	6%	2%
CCOC(=O)c1ccc(NC(=O)CCn2ccc(C)n2)cc1	-1	6%	-1%	13%[59 µM]	11%	-11%	-2%	0%	2%
O=C(COc1ccc(S(=O)(=O)N2CCCC2)cc1Cl)NC1CCCC1	0	-5%	0%	-1%[59 µM]	23%	-3%	-17%	-2%	0%
COc1ccc(CCNC(=O)CCCCn2c(=O)[nH]c3ccccc3c2=O)cc1OC	-9	-5%	-11%	18%[59 µM]	19%	-9%	-1%	0%	0%
COc1cc(/C=N/N=C2/NC(=O)C(CC(=O)O)S2)ccc1OCc1ccc(Cl)cc1 (stereo unspecified)	2	-5%	-8%	6%	30%	-34%	?	-3%	18%
